Bioassay records as filed in PubChem BioAssay.
FN deposit inh: fibronectin deposition inhibition. actives 0.086% (n = 350,000). inhibition, % at 12.6 µM. AH1F fibroblasts, Alexa488-fibronectin deposition fluorescence, overnight;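 active = mean inhibition across replicates of 30% or more, regardless of how many single replicates reach that level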;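 also: positive control wells lacked labelled fibronectin entirely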
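test system = AH1F fibroblasts assembling fluorescent fibronectin matrix | quantity = 10000 AH1F cells per well | buffer or medium = DMEM plus 2% serum, read in PBS | doses = single dose, pinned | incubation = 1 h cell attachment, overnight exposure to compound and label | detection = fluorescence at 485 nm excitation, 525 nm emission | read-out basis = inhibition from reduced deposited-fibronectin fluorescence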
* = called active by the depositor.

SMILES	FN deposit inh
CN(c1ccccc1)S(=O)(=O)c1ccc(NC(=S)NC(=O)C2CC2)cc1	4
O=C(Cc1ccccc1)Nc1nc(-c2cccc([N+](=O)[O-])c2)cs1	-4
Cc1ccc(NC(N)=S)cc1	7
O=C(CNC(=O)c1ccco1)NCC(=O)OCc1ccc(C(=O)Oc2ccc(Cl)cc2)cc1	3
Cc1ccc(-n2c(O)c(C=Nc3cc(C)on3)c3ccccc3c2=O)c(C)c1	-4
COc1cccc2cc(C(=O)NCc3ccco3)c(=O)oc12	5
Cc1nn(C)cc1C(C(=O)NC1CCCCC1)N(C(=O)c1cnccn1)c1ccc(Oc2ccccc2)cc1 (centres undefined)	5
CCOC(=O)c1oc2ccc(OC)cc2c1NC(=O)CN1CCN(C)CC1	-8
COc1ccc2oc(=O)c(/C(C)=N/Nc3nc(-c4cc(C)ccc4C)cs3)cc2c1	-3
COc1ccc(C(C#N)Nc2ccccc2C)cc1 (centres undefined)	5
CCC(C)NC(=O)CSc1nc2c(sc(=S)n2Cc2ccco2)c(=O)n1-c1ccccc1 (centres undefined)	14
Cc1cccc(Oc2cc(N)cc([N+](=O)[O-])c2)c1	-4
S=C(NCCc1ccccc1)NCc1ccccc1Cl	3
CCN(CC)c1ccc(NC(=O)CCCCCN2C(=O)c3ccccc3C2=O)cc1	-7
S=c1[nH]cc(-c2ccccc2)n1-c1cccc(Cl)c1	-11
Cc1ccc(NC(=O)COC(=O)c2cc(Cl)ccc2[N+](=O)[O-])c(C)c1	30*
Cc1cccc2c1[nH]c1nc(N/N=C\c3ccco3)nnc12	-3
CCOc1ccc2nc(C)cc(Nc3cccc([N+](=O)[O-])c3)c2c1	3
COc1ccc(CNc2nc(C)c([N+](=O)[O-])c(C)c2C#N)cc1	-2
CCOC(=O)c1cnc(SC2CCc3ccccc3C2=O)nc1N (centres undefined)	-5
CCC(=O)Nc1cccc(NC(=S)NC(=O)c2cccc(C)c2)c1	12
O=C(N/N=C/c1cn(-c2cccs2)nc1-c1ccccc1)c1ccccc1Cl	0
O=C(NCc1ccco1)c1cccc(S(=O)(=O)N2CCc3ccccc32)c1	0
O=C(O)CCC(=O)N1N=C(c2ccco2)CC1c1cccs1 (centres undefined)	1
CC(=O)c1c(C)[nH]c(C(=O)COc2cc(C)cc(C)c2)c1C	14
Continuation.
SMILES	FN deposit inh
CC(C(=O)Nc1sc2c(c1C(=O)NCC1CCCO1)CCC2)N1C(=O)c2ccccc2C1=O (centres undefined)	4
CSc1nnc(CNC(=O)C23CC4CC(CC(C4)C2)C3)n1Cc1ccccc1	-2
Cn1cc(CNC(=O)c2sc3cccc(Cl)c3c2Cl)cn1	5
O=C(O)c1cccc(Nc2nc(-c3cccnc3)nc3ccccc23)c1	1
COc1ccc(/C=C\C(=O)CC(O)(c2ccccc2)C(F)(F)F)cc1 (centres undefined)	-14
CCn1c(N2CCN(CC(=O)Nc3cccc(C)c3C)CC2)nc2ccccc21	-8
CCCCOc1ccc(-c2nnn(C(C)C(=O)OCC)n2)cc1 (centres undefined)	-7
CCOC(=O)c1c(C)oc2ccc(OCC(N)=O)cc12	5
CCCN(CCC)S(=O)(=O)c1ccc(C(=O)Nc2cc3oc4ccccc4c3cc2OC)cc1	-5
O=C(Cn1cncn1)c1ccc(F)cc1F	0
CCC(Oc1ccccc1)C(=O)NCCOC (centres undefined)	0
CC(CC(=O)O)CC1=NS(=O)(=O)c2ccccc2N1 (centres undefined)	1
Cc1cc(OCc2nnc(SCC(=O)OC3CCCCC3)o2)ccc1Cl	0
O=C(OCc1cc(Cl)ccc1OC(F)F)c1cc(S(=O)(=O)O)ccc1O	5
Cc1nccn1CC(=O)O	1
Cc1cccc(CSc2nc3c(c(-c4cccs4)c2C#N)CN(C)CC3)c1	-3
COc1cc(NC(=O)C2CCN(S(=O)(=O)c3cnc[nH]3)CC2)cc(OC)c1OC	6
COc1ccccc1N1CCN(CC(=O)Nc2sccc2C#N)CC1	6
NCC(c1ccccc1)(c1ccccc1)c1ccccc1	6
N/C(Cc1ccc([N+](=O)[O-])cc1)=N\OC(=O)COc1ccccc1Cl	0
Cc1cc2c(s1)c1cnn(CC(=O)NCCc3ccccc3)c(=O)c1n2C	-9
CC(=O)NC(C)C(=O)OCC(=O)c1ccc(Cl)s1 (centres undefined)	-4
CCCN(CC1CC1)C(=O)COC(=O)c1ccc(CNS(=O)(=O)c2ccc(F)c(Cl)c2)cc1	1
Cc1ccccc1N1Cc2ccccc2C1	4
O=C(NNC(=S)Nc1ccc(Br)cc1Cl)c1ccco1	-4
(list continues)
SMILES	FN deposit inh
CCOC(=O)c1ccc2nc(Nc3nc4ccc(F)cc4s3)sc2c1	5
N#CC1(C#N)CC(C=O)=C(N)C1(C#N)CC(=O)C12CC3CC(CC(C3)C1)C2 (centres undefined)	-6
Cc1cccc(C(=O)N2CCC(c3nc(-c4ccc(S(=O)(=O)N5CCOCC5)cc4)no3)CC2)c1	-5
COC(=O)/C=C\C(=O)Nc1cccc([N+](=O)[O-])c1	21
CC(C)CC(NS(=O)(=O)c1ccccc1)C(=O)O (centres undefined)	-1
Fc1ccc(-c2nc3ccccc3c3nc4ccccc4n23)cc1	9
CC(Sc1nncn1-c1ccccc1)C(=O)Nc1cccc([N+](=O)[O-])c1 (centres undefined)	-6
COc1ccc(/C=N/NC(=O)CCc2c(C)n[nH]c2C)cc1OC	-2
Cc1ccc(Oc2nnc(-c3cccs3)c3ccccc23)cc1	2
CC(C)(C)NC(=O)CSc1nnnn1C(C)(C)C	-2
CC(=O)Nc1ccc(NC(=O)COC(=O)c2c(C)nn(-c3ccccc3)c2C)cc1	0
COc1ccc(/C=N/NC(=O)c2ccc(CSc3nc(C)cc(C)n3)cc2)cc1O	-3
Cc1cc(C)n(-c2nc(Nc3ccccc3C)nc(-n3nc(C)cc3C)n2)n1	5
CC(C)Nc1nc(-c2ccccc2)nc(-n2ccnc2)n1	5
O=S(=O)(c1cccc2ccccc12)n1nnc2ccccc21	2
COc1ccc(OCC(=O)Nn2c(-c3ccc(OC)cc3)nc3ccccc3c2=O)cc1	-6
CCC(=O)Nc1ccc(C(=O)Cn2nc(C(=O)O)c3ccccc3c2=O)cc1	6
CC(C)(C)c1ccc(OCCC(=O)Nc2cccc(S(=O)(=O)N3CCCCC3)c2)cc1	-4
COc1ccc(NC(=O)c2ccc3nc(-c4ccccc4)c(-c4ccccc4)nc3c2)c(OC)c1	3
CCOc1ccc2nc(SCC(=O)Nc3ccc4c(c3)OCO4)sc2c1	-11
O=C1CC(=O)CC(c2ccccc2Cl)C1	-3
COc1ccc2[nH]c3c(N4CC(C)OC(C)C4)ncnc3c2c1 (centres undefined)	-8
N=C(N)SCc1ccc(Cl)c2ccccc12	-10
COc1ccc(NS(=O)(=O)CC(C)C)c(OC)c1	-6
COc1cc(C)c(NC(=S)Nc2cccc(Cl)c2C)cc1OC	0
(next part)
SMILES	FN deposit inh
CCOC(=O)NC(=O)/C(C#N)=C\c1ccccc1	-4
Cc1ccc(OCC(=O)N(Cc2ccccc2)C2CCS(=O)(=O)C2)c([N+](=O)[O-])n1 (centres undefined)	2
Nc1c(-c2ccccc2)c(CSc2nc3ccccc3[nH]2)nn1-c1cccc(Cl)c1	3
C(=C\c1nnc2c3ccccc3ncn12)/c1ccccc1	9
Cc1cc(C)cc(Oc2ccc(-c3nnc(-c4ccccc4)o3)cc2[N+](=O)[O-])c1	0
CC(=O)c1c(C)[nH]c(C(=O)OCC(=O)Nc2ccc([N+](=O)[O-])cc2Cl)c1C	0
CCS(=O)(=O)N1CCCC(C(=O)NCCc2ccccc2)C1 (centres undefined)	1
CNC(=O)CSc1nnc(-c2cccs2)o1	-15
CCOc1ccc(C2NC(=O)c3sc(=S)n(-c4ccccc4)c3N2)cc1 (centres undefined)	-12
O=c1[nH]c2ccccc2cc1CN(c1ccccc1)S(=O)(=O)c1ccccc1	-1
Cc1ccc(N=c2sc(C)c(C)n2C)cc1	3
N#C/C=C1\n2c(nc3ccccc32)OC12CCCCC2	-3
CCOc1ccc(/C=C/C(=O)c2cc(Br)ccc(=O)c2O)cc1	1
COc1ccc(C(=O)COc2cccc(NC(=O)c3ccco3)c2)cc1	-5
COC(=O)c1c(NC(=O)c2ccc(S(=O)(=O)N3CCOCC3)cc2)sc2c1CCN(C)C2	3
Cc1ccc(CNC(=O)/C=C/c2ccc(S(=O)(=O)N3CCOCC3)cc2)cc1	-5
COc1ccc(CCCc2nnc(SCC(=O)Nc3nc(C)cs3)n2C)cc1	10
CCCc1ccc(-c2cc(C(=O)NC3=NCCS3)c3ccccc3n2)cc1	2
Cc1cccc(NC(=O)C2CCN(S(=O)(=O)c3cccs3)CC2)n1	1
O=C(CSc1ncnc2c1oc1ccccc12)Nc1cccc(F)c1	-4
O=C(COc1ccc(C(=S)N2CCOCC2)cc1)N1CCCC1	2
CCOC(=O)/C(C#N)=C/c1cc(C)n(-c2ccc(Br)cc2)c1C	-2
COC(=O)c1c(N2C(=O)[C@H]3[C@@H](C2=O)[C@]2(C(=O)Nc4c2ccc(C)c4C)N2CCC[C@@H]32)sc(C)c1C	1
CCC(C)(C)NC(=O)C(c1ccco1)N(C(=O)CNC(=O)c1cccs1)c1cccnc1 (centres undefined)	4
Cc1ccc(CS(=O)(=O)CCC(=O)NCc2cccs2)cc1	-4
Next part.
SMILES	FN deposit inh
CCN(CC)S(=O)(=O)c1ccc2[nH]cc(C(=O)NCCCN3CCCCC3C)c(=O)c2c1 (centres undefined)	3
COc1cc(CC(=O)N/N=C/c2ccc([N+](=O)[O-])cc2)c([N+](=O)[O-])cc1OC	-2
CN(C)C1C(=O)c2ccccc2C1=O	7
COc1ccc(NC(=O)CCCC2CCCCC2)cc1S(=O)(=O)N1CCCCC1	6
CN(C)CCCNS(=O)(=O)c1ccc(N2CCC(c3ccc(Cl)cc3)=N2)cc1	41*
CCS(=O)(=O)NCCc1ccc(OC)c(OC)c1	-10
CCN(CC)c1ccc(N=Cc2ccc([N+](=O)[O-])o2)cc1	-2
CN(Cc1cccs1)c1ncnc2sccc12	-9
CC(C)(C)NS(=O)(=O)c1ccc(Oc2ncc(C(F)(F)F)cc2Cl)cc1	2
O=C1C2C3C=CC(CC3)C2C(=O)N1c1nccs1 (centres undefined)	2
O=C1C(=O)N(CCCN2CCOCC2)C(c2cccs2)/C1=C(/O)c1ccc2c(c1)OCO2 (centres undefined)	5
N=c1c2c(-c3ccccc3)c(-c3ccccc3)oc2ncn1CCCN1CCOCC1	3
COc1cc(-c2nnc(SCC(=O)Nc3ccc4c(c3)OCCO4)o2)cc(OC)c1OC	18
COC(=O)C1Cc2c([nH]c3ccccc23)C(C)N1 (centres undefined)	4
CCCC(=O)Nc1ccc(C(=O)N/N=C/c2ccc([N+](=O)[O-])o2)cc1	-6
C/C(=C/C(=O)N1CCc2ccccc21)C(=O)O	1

Compounds listed so far with a furan ring, fused or not, in the order listed:
SMILES	FN deposit inh
O=C(CNC(=O)c1ccco1)NCC(=O)OCc1ccc(C(=O)Oc2ccc(Cl)cc2)cc1	3
COc1cccc2cc(C(=O)NCc3ccco3)c(=O)oc12	5
CCOC(=O)c1oc2ccc(OC)cc2c1NC(=O)CN1CCN(C)CC1	-8
CCC(C)NC(=O)CSc1nc2c(sc(=S)n2Cc2ccco2)c(=O)n1-c1ccccc1 (centres undefined)	14
Cc1cccc2c1[nH]c1nc(N/N=C\c3ccco3)nnc12	-3
O=C(NCc1ccco1)c1cccc(S(=O)(=O)N2CCc3ccccc32)c1	0
O=C(O)CCC(=O)N1N=C(c2ccco2)CC1c1cccs1 (centres undefined)	1
CCOC(=O)c1c(C)oc2ccc(OCC(N)=O)cc12	5
CCCN(CCC)S(=O)(=O)c1ccc(C(=O)Nc2cc3oc4ccccc4c3cc2OC)cc1	-5
O=C(NNC(=S)Nc1ccc(Br)cc1Cl)c1ccco1	-4
COc1ccc(C(=O)COc2cccc(NC(=O)c3ccco3)c2)cc1	-5
O=C(CSc1ncnc2c1oc1ccccc12)Nc1cccc(F)c1	-4
CCC(C)(C)NC(=O)C(c1ccco1)N(C(=O)CNC(=O)c1cccs1)c1cccnc1 (centres undefined)	4
CCN(CC)c1ccc(N=Cc2ccc([N+](=O)[O-])o2)cc1	-2
N=c1c2c(-c3ccccc3)c(-c3ccccc3)oc2ncn1CCCN1CCOCC1	3
CCCC(=O)Nc1ccc(C(=O)N/N=C/c2ccc([N+](=O)[O-])o2)cc1	-6

A portion of the library. The share of hits here may be higher or lower than overall.
